Bioassay records deposited in PubChem BioAssay by several laboratories.
SUMO HTRF inh: blocks human SUMOylation mediated by UBC9; P63279; HTRF SUMOylation assay, SAE1/SAE2 + UBC9, in vitro; inhibition, % at 35 µM; actives 0.36% (n = 290,000); AID 2006; in the data active = inhibition above about 50%, passing the limit was not always enough; also: strong numbers were not always called active
IDE cell inh: cellular human IDE inhibition | P14735 | actives 0.41% (n = 320,000) | AID 434962 | inhibition, % at 5.59 µM | HEK cells, FAbetaB cleavage, fluorescence polarization;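 active = percent inhibition above the average of all tested compounds plus 3 SD, set per screening campaign, cut at about 16% in these data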;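 also: IDE supplied by intact live HEK cells; FP after avidin binding of uncleaved biotin substrate so inhibition keeps polarization high; 0% = DMSO wells and 100% = 60 µM reference IDE inhibitor Ii1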
NALP1 inh: blocks the NALP1 inflammasome reconstituted in yeast | S. cerevisiae NALP1/ASC/caspase-1 growth, X-gal OD620, 72 h | inhibition, % at 10 µM | actives 0.61% (n = 280,000); in the data active = inhibition mostly above about 24%, no sharp cut-off; inactive = mostly below about 32%; also: some compounds called inactive have numbers as strong as hits
M18AAP inhibitor: blocks P. falciparum M18 aspartyl aminopeptidase; recombinant PfM18AAP, H-Glu-NHMec fluorogenic cleavage; inhibition, % at 7.35 µM; actives 1.2% (n = 290,000); AID 1822;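 active = inhibition above the campaign mean inhibition over all tested compounds plus 3 SD, cut at about 28% in these data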;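 also: 0% = plate median of test compound wells and 100% = 2 mM ZnCl2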
p-CIP stab down: lowers stability of the mouse p/CIP coactivator protein; Q05BA5; F442A p/CIP-EGFP cells, EGFP fluorescence, 16 h; decrease of EGFP signal, % at 10 µM; actives 0.01% (n = 290,000);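 active = EGFP signal decrease of at least 30% at 10 µM or well 3 SD below plate mean, unless failing retest; inactive = the rest, including hits failing retest or dose response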; also: some compounds called inactive have numbers as strong as hits; many of its hits are not listed in these tables
Target sequence (Q05BA5 1-1403): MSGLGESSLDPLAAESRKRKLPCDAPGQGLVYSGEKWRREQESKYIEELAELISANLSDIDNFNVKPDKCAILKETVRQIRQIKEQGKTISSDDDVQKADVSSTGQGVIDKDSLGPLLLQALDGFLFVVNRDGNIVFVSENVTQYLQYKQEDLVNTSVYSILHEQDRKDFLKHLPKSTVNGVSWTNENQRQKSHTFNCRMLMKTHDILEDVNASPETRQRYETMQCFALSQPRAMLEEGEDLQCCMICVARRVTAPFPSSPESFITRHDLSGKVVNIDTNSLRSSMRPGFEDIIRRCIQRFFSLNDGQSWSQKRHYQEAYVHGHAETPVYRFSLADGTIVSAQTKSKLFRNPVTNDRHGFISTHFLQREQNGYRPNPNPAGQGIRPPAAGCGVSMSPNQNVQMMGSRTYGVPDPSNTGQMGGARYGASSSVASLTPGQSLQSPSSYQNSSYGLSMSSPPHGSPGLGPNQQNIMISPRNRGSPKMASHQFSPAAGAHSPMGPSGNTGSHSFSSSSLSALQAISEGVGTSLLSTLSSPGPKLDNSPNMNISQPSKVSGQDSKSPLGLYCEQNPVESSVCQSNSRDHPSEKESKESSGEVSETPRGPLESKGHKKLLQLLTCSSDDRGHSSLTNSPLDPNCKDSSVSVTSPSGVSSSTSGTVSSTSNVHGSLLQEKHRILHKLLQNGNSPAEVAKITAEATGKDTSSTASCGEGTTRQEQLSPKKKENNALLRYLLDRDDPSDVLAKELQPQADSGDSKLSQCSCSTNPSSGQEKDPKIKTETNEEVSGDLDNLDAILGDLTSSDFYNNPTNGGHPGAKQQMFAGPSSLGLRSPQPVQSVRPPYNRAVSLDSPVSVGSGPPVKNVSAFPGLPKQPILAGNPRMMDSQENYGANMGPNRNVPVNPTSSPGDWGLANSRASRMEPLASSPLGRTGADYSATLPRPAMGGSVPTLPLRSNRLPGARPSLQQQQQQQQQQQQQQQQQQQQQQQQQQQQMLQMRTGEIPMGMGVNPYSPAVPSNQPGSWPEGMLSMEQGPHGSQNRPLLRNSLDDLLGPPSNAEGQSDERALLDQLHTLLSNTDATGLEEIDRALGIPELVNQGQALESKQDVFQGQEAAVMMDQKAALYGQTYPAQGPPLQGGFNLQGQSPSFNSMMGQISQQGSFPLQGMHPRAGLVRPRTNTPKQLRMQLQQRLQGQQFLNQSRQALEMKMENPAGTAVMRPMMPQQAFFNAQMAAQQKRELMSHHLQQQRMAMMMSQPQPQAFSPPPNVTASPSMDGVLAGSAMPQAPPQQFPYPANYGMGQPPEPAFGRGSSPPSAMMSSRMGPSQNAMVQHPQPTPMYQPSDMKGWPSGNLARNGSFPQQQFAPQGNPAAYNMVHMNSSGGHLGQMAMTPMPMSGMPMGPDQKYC
MEKK3 PB1 HTS: MEKK3-MEK5 PB1 interaction, increase or decrease. bead-based flow cytometry, Alexa488-MEK5 binding to MEKK3; actives lie on both sides; 0 = blocked by unlabeled MEK5, 100 = vehicle. AID 1529. actives 1.4% (n = 290,000). binding response (% of control), % at 10 µM;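 active = binding response more than 3 SD above or below the average of its plate-row segment, actives on both sides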;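 also: Alexa488 bead fluorescence after subtracting the streptavidin-only scavenger bead signal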
IDE act: boosts human insulin-degrading enzyme activity in HEK cells; FAbeta-B cleavage, fluorescence polarization; 0% vehicle, 100% cell-free pure enzyme wells; activation, % at 5.96 µM; actives 0.073% (n = 340,000); AID 493087;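 active = activation above the mean of all tested compounds plus 3 SD, set per screening campaign, cut at about 17% in these data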
MEKK2mut PB1 HTS: signal of MEK5 binding to mutant human MEKK2 PB1 domain; AID 1530; percent response, % at 10 µM; bead flow cytometry, Alexa488-MEK5 binding to MEKK2 mutant; actives 0.35% (n = 290,000); in the data active = percent response above about 24%, passing the limit was not always enough; also: inactives centre near 1; some results filed as inactive read as strong as hits; reference of the scale not given here
MEKK2wt PB1 HTS: raises or lowers MEK5 binding to wildtype human MEKK2 PB1 domain. Q9Y2U5. bead flow cytometry, Alexa488-MEK5 binding to MEKK2 WT; actives lie on both sides. binding response (% of control), % at 10 µM. actives 1.1% (n = 290,000); in the data active = binding response below about 67% or above about 130%
Starred values were filed as active, the others as inactive; . = no result given; & = joins results of further samples. Not all compounds are listed (hit frequency here may not be typical).

SMILES	SUMO HTRF inh	IDE cell inh	NALP1 inh	M18AAP inhibitor	p-CIP stab down	MEKK3 PB1 HTS	IDE act	MEKK2mut PB1 HTS	MEKK2wt PB1 HTS
CC1CCN(CC(C)OC(=O)c2ccco2)CC1 (stereo unspecified)	5	-1	10	-2	2	97	3	1	101
Cc1cccc(N(C(=O)c2ccc(CN3CCOCC3)o2)C(C(=O)NC2CCCCC2)c2ccc(F)cc2)c1 (stereo unspecified)	-2	0	2	3	-16	105	2	2	93
CCCc1cc(=O)oc2cc(C)cc(OCC(=O)NCc3cccnc3)c12	23	1	9	1	5	102	8	1	101
CSc1ccccc1OCc1cc(C(=O)NCCn2ccnc2C)no1	-5	-2	17	9	1	104	-6	9	110
NC(=S)NNC(=O)c1cccc(Br)c1	-20	0	-7	23	-12	104	.	-2	99
Cc1cnc(NC(=O)C2COc3ccccc3O2)s1 (stereo unspecified)	4	-8	32	-16	-3	96	7	-2	99
Cc1ccc2oc(=O)n(CC(=O)OC(C)C)c2c1	12	0	3	-4	-15	106	2	5	100
O=C(Nc1ccc(CN2CCCCC2)cc1)Nc1ccc(Br)cc1Cl	10	6	4	-8	-6	113	5	11	165*
Cc1cccc(NS(=O)(=O)c2ccc(C3CCCCC3)cc2)c1	4	1	6	3	-3	99	0	-4	93
COc1ccc(N2CCN(C(=O)CCSCc3ccccc3F)CC2)cc1	8	-2	0	2	-4	91	-6	-10	87
COC(=O)c1ccccc1NC(=O)N1CCCC1	26	3	14	-3	0	103	7	1	100
COc1ccccc1CCNC(=O)C1CCN(c2nnc(C)c3c(C)n(-c4ccc(C)cc4)nc23)CC1	.	2	-12	4	-18	102	-7	4	106
CCCCOc1ccc(-c2nc(-c3cccnc3)no2)cc1	0	0	11	-4	3	107	4	17	109
Cc1c(CCC(=O)O)c(=O)oc2cc(O)ccc12	31	9	0	9	1	99	-1	0	96
Clc1ccccc1CN1CCN(/N=C/C=C/c2ccco2)CC1	13	1	7	-6	-5	102	-6	4	106
CC1CCCCN1C(=O)CSc1nnc2c(n1)[nH]c1ccccc12 (stereo unspecified)	6	1	-7	7	0	108	-2	7	108
Cc1ccccc1Cn1nnc(C(=O)Nc2cccc(C)c2C)c1N	14	4	24	1	-21	.	2	.	.
Cc1ccc(C(=O)COC(=O)CCC(=O)NC2CCCCC2)cc1[N+](=O)[O-]	6	6	20	11	-10	101	4	0	104
CCOc1cc(/C=N\n2nnnc2N)ccc1O	14	2	4	4	-16	101	2	1	102
COc1ccc(/C=C/C(=O)NC(=S)NNC(=O)c2cc(OC)c(OC)c(OC)c2)cc1OC	-30	6	13	-5	-6	87	.	-9	86

Sorted by the number under MEKK2mut PB1 HTS (ascending): 3 of the compounds above
SMILES	SUMO HTRF inh	IDE cell inh	NALP1 inh	M18AAP inhibitor	p-CIP stab down	MEKK3 PB1 HTS	IDE act	MEKK2mut PB1 HTS	MEKK2wt PB1 HTS
COc1ccc(/C=C/C(=O)NC(=S)NNC(=O)c2cc(OC)c(OC)c(OC)c2)cc1OC	-30	6	13	-5	-6	87	.	-9	86
Cc1c(CCC(=O)O)c(=O)oc2cc(O)ccc12	31	9	0	9	1	99	-1	0	96
Clc1ccccc1CN1CCN(/N=C/C=C/c2ccco2)CC1	13	1	7	-6	-5	102	-6	4	106

Other records follow.
SMILES	SUMO HTRF inh	IDE cell inh	NALP1 inh	M18AAP inhibitor	p-CIP stab down	MEKK3 PB1 HTS	IDE act	MEKK2mut PB1 HTS	MEKK2wt PB1 HTS
CCC1CN(C(=O)N2CCC(C(=O)NCc3cc(OC)c(OC)c(OC)c3)CC2)c2ccccc2O1 (stereo unspecified)	13	1	4	-7	-11	102	-5	3	111
Cc1ccn(CC(=O)N2N=C(C(F)F)CC2(O)C(F)F)n1 (stereo unspecified)	-15	7	39	4	-1	98	3	-1	98
CC1=C/C(=N\NC(=S)NCc2ccccc2)CC1	11	-3	16	15	-7	98	7	-3	100
CN(C)CCN(C(=O)c1ccc2c(c1)CCCC2)c1nc2c(F)cccc2s1	0	-3	42*	-2	-10	102	3	11	117
Cc1cc(/C=C2/C(=N)N3C(c4ccccc4)=CSC3=NC2=O)c(C)n1-c1ccccc1	18	0	21	0	2	102	-2	12	109
CCN1CCc2c(C#N)c(N3CCOCC3)nc(NCc3ccccc3)c2C1	38	.	17	5	-11	.	0	.	.
COc1ccc(C2NC(=O)c3ccccc3N2)cc1OC (stereo unspecified)	18	-7	12	3	-2	89	0	-58	57
O=c1c2[nH]c3ccc(F)cc3c2ncn1Cc1ccncc1	4	3	3	-5	-2	97	7	-1	101
COc1ccc(C=C(c2nc3ccccc3s2)c2nc3ccccc3s2)cc1O	8	3	32	-11	-32	97	-4	1	95
CCOC(=O)C1=C(c2ccccc2)OC(N)=C(C#N)C1c1cccs1 (stereo unspecified)	0	3	19	-4	-4	108	2	7	100
O=C(c1cccs1)N1CCN(CCc2ccccc2)CC1	13	5	1	2	-8	108	-3	9	107
Cc1csc(NC(=O)CCc2c(C)nc3cc(-c4cccc(F)c4)nn3c2C)n1	13	-6	20	-2	-2	113	-3	-3	104
COc1ccc(-c2noc(N3CCCC(C(=O)Nc4ccc(C(C)=O)cc4)C3)n2)cc1 (stereo unspecified)	-4	4	8	6	3	98	-4	2	95
COC(=O)c1ccccc1NC(=O)c1nc2nc(C)cc(C(F)F)n2n1	5	0	-2	-4	5	105	1	1	102
CCOC(=O)N1CCC(=C(C#N)C(=O)Nc2cc(OC)ccc2OC)CC1	10	5	18	-4	-6	75	-1	-15	85
CCOC(=O)CSc1nc2c(cnn2-c2ccc(F)cc2)c(=O)[nH]1	25	-2	3	-9	5	104	6	7	104
Cc1cc(O)c2c(-c3ccccc3)cc(=O)oc2c1	-1	1	-9	6	1	108	6	12	111
COc1ccc(CN2CCN(Cc3ccc(C(F)(F)F)cc3)CC2)cc1	18	7	23	4	-4	106	2	4	117
O=C(c1cc2ccccc2oc1=O)N(Cc1cccs1)C1CCS(=O)(=O)C1 (stereo unspecified)	2	-3	12	1	1	85	6	-12	91
CN(Cc1ccco1)S(=O)(=O)c1nnc(NC(=O)c2ccccc2Cl)s1	.	1	-4	-6	-7	99	-1	-2	98
COc1ccc(C(CC(=O)N2CCCCC2)NC(=O)C(F)(F)F)cc1 (stereo unspecified)	5	1	-2	-6	-5	60	1	-13	75
Cc1ccc(-n2nnnc2SCC#N)cc1	19	6	-4	-13	-8	93	6	-1	93
COc1ccccc1-n1cnnc1SCC(=O)N1CCOCC1	2	5	6	1	2	101	-1	4	103
CCCCOC(=O)CCCc1ccc([N+](=O)[O-])cc1[N+](=O)[O-]	9	0	2	-3	2	107	3	5	103
O=C(CNc1cc(S(=O)(=O)N2CCOCC2)ccc1N1CCCC1)NCc1ccco1	-2	-4	12	1	10	105	-5	-1	99
NNc1nc(Nc2ccccc2)nc(N2CCCCC2)n1	10	3	-4	8	0	106	-4	7	111
Cc1ccc(OCC(=O)Nc2nnc(S(=O)(=O)N3CCCCCC3)s2)cc1C	5	-6	16	-8	-4	103	1	-2	104
CC1CCCN(C(=S)NC2CCCC2)C1 (stereo unspecified)	-10	0	-3	-12	-7	96	4	-3	93
O=C(O)c1cccc(N2C(=S)N=C(Nc3ccccc3)C23CCCCC3)c1	13	1	3	2	8	105	4	-6	99
CN(C)/C=N/c1sc2c(c1C#N)CCCC2	30	0	21	7	-14	101	-3	-1	98
Cc1ccc(S(=O)(=O)N(CC(=O)N(C)C)c2cccc([N+](=O)[O-])c2)cc1	7	0	4	-5	-6	102	2	1	99
CS(=O)(=O)N(CCc1ccccc1)CC(=O)N1CCCCC1	7	0	.	-16	-9	97	5	-1	100
CC1(c2ccccc2)CC(C)(C)N(C(=O)C2CCCO2)c2ccccc21 (stereo unspecified)	21	-1	8	12	-12	100	-4	2	97
O=C(CSc1nnc(Cc2cc(=O)[nH]c(=O)[nH]2)n1-c1ccccc1)N1CCCC1	12	-1	3	4	1	97	2	-2	93
COC(=O)c1ccccc1NC(=O)CSc1nc(C)cc(C)n1	-10	-1	-2	3	-1	102	10	-3	98
Cn1cc(C(=O)N2CCN(c3ccccn3)CC2)c(=O)c2cc(S(=O)(=O)N3CCOCC3)ccc21	28	-3	2	6	0	108	5	9	109
NC(=O)c1c(NC(=O)c2cccnc2)sc2c1CCCC2	7	2	-12	5	-2	100	.	2	101
O=C(CSc1ccccn1)c1ccc(F)cc1	10	0	3	9	-3	105	4	1	105
COc1cccc(C(=O)N/N=c2/oc3ccccc3cc2C(N)=O)c1	7	-7	12	17	-17	100	-1	4	102
O=C(O)CCc1nc(-c2ccccc2)no1	-10	-4	3	-2	4	90	-1	-1	97
Cc1ccc(NC(=O)Nc2cccc(C(F)(F)F)c2)nc1	7	2	9	-5	-13	102	4	5	104
CC(C)(C)NC(=O)NC(=O)Cn1cc(C(F)(F)F)ccc1=O	-2	7	15	0	-3	91	-2	-6	92
NC(=O)C1(N2CCCCC2)CCN(C(=O)Nc2ccccc2C(F)(F)F)CC1	10	-3	4	4	3	97	.	4	101
Cc1nn(-c2ccccc2)c(C)c1/C=N/NC(=O)CSc1nnc(SCc2ccc(Cl)cc2)s1	-18	7	10	1	1	97	-2	9	97
CCOC(=O)COc1cc(=O)n(CC)c2ccccc12	-5	7	-25	-2	4	86	2	-1	94
O=C(NCCc1ccccc1)c1cccc(N2C(=O)C3CC=CCC3C2=O)c1 (stereo unspecified)	-24	1	-11	-5	12	94	2	-5	95
NC(=O)COC(=O)c1cc(=O)[nH]c2ccc(S(=O)(=O)Nc3ccc(F)cc3)cc12	3	4	-2	1	-11	102	1	0	97
Cc1c(C(=O)c2ccccc2)c2ccccn2c1CCC#N	31	-2	.	5	-16	104	0	12	103
Cc1ccc(NC(=O)c2cccs2)cc1NC(=O)c1ccc(F)cc1	6	0	2	3	-15	103	8	2	98
Cc1cccc(C)c1OCc1n[nH]c(=S)n1-c1ccccc1	20	4	23	4	-9	75	-2	-11	78

(cont.)
SMILES	SUMO HTRF inh	IDE cell inh	NALP1 inh	M18AAP inhibitor	p-CIP stab down	MEKK3 PB1 HTS	IDE act	MEKK2mut PB1 HTS	MEKK2wt PB1 HTS
COc1ccc(Cl)cc1S(=O)(=O)N1CCC(C(=O)NCC2CCCO2)CC1 (stereo unspecified)	10	3	5	-1	-3	103	0	5	107
COc1cc(Cl)cc(C2NC(=O)NC(C)=C2C(C)=O)c1OCC(=O)O (stereo unspecified)	17	-1	36	-11	-5	101	7	2	107
CCN1CCCC1CNC(=O)C1CCCN(S(=O)(=O)c2cccc3nsnc23)C1 (stereo unspecified)	12	9	19	3	-6	.	-1	.	.
S=C(N/N=C/c1ccc2ncccc2c1)Nc1ccccc1	6	0	10	-3	-5	66	-7	-14	72
COc1cc(/C=N\NC(=O)c2nonc2N)c(OC)cc1Br	8	-1	22	1	-1	99	-5	-1	102
O=C(Oc1ccc2c(=O)c(Cl)coc2c1)c1ccncc1	44	4	10	3	-8	106	2	-3	100
CCCCOC(=O)Nc1cc(C)c(Cl)cc1OC	5	1	3	-1	-9	103	6	2	103
CC(=O)Nc1ccc(NC(=O)CSc2nc3c([nH]c4ccccc43)c(=O)n2-c2ccccc2F)cc1	0	-3	15	-4	-8	102	5	6	105
COc1ccc(C2c3[nH]c4ccccc4c3CCN2C(=O)c2ccccc2C(C)=O)c(F)c1 (stereo unspecified)	-19	4	5	-4	6	101	-3	1	102
CC(=O)SCC(Cc1ccccc1)C(=O)NCC(=O)OCc1ccccc1 (stereo unspecified)	4	0	-2	-5	5	100&61	.	3&-21	104&60
